Assay outcomes deposited in PubChem by several laboratories.
FXIa inh 1536: human FXIa protease inhibitors, primary screen, biochemical, 1536-well; Coagulation factor XI (Homo sapiens), P03951; purified FXIa, Boc-Glu-Ala-Arg-AMC fluorogenic substrate; inhibition, % at 5 µM; 0.14% of 220,000 active; AID 798, 2007;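 active means inhibition of at least 40%; inactive means inhibition below 40%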;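 further: fluorescence of freed AMC excited at 355 nm; 0% = enzyme without compound and 100% = no enzyme blank; many of its hits are not listed in these tables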
Target sequence (P03951 19-387 limits assumed): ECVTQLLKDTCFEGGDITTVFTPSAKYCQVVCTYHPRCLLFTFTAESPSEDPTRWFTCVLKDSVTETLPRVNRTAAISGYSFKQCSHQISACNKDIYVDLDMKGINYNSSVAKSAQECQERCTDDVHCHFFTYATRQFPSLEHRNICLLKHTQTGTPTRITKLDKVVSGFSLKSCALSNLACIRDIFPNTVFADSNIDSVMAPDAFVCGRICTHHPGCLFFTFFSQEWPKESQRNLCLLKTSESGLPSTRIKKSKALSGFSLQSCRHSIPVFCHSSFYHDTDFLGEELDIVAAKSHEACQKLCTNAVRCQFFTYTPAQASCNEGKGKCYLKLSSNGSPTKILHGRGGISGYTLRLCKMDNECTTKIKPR
Target sequence (P03951 388-625 limits assumed): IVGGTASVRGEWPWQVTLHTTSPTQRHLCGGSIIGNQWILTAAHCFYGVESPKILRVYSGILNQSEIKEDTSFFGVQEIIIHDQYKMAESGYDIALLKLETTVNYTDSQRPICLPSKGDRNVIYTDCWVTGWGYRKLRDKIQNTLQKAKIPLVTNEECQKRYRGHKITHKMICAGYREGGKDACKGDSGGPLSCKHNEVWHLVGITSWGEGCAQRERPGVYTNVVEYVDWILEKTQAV
14-3-3 Bad inh: inhibitors of 14-3-3 zeta/Bad binding, primary screen, biochemical, TR-FRET, bovine 14-3-3 zeta; TR-FRET 14-3-3zeta/Dy647-pBad peptide displacement, 1 h; 14-3-3 protein zeta/delta (Bos taurus), P63103; AID 781, 2007; inhibition, % at 21.7 µM; 0.71% of 220,000 active;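 active means inhibition above about 70%, limit read from the data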;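 further: 0% = full 14-3-3 plus peptide FRET controls and 100% = background without 14-3-3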
Runt-SMMHC FRET: inhibitors of RUNX1 Runt–CBFb-SMMHC binding, primary screen, biochemical, FRET, Cerulean-Runt, Venus-CBFb-SMMHC, uHTS; 0.74% of 220,000 active; Runt-related transcription factor 1 (Homo sapiens) + Core-binding factor subunit beta …; Cerulean-Runt/Venus-CBFb-SMMHC FRET ratio 530/480, 1 h; AID 1434, 2008; inhibition, % at 20 µM;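 active means mean inhibition across duplicate retests at 20 µM reaching about 50%, limit read from the data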;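 further: 0% = DMSO wells and 100% = wells with excess untagged CBFb-SMMHC; inhibitors lower the FRET ratio by blocking Runt binding to CBFb-SMMHC; some results filed as inactive read as strong as hits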
hK5 inh: human KLK5 protease inhibitors, primary screen, biochemical, 1536-well; Kallikrein-5 (Homo sapiens), Q9Y337; recombinant hK5, fluorogenic AMC substrate cleavage; inhibition, % at 5 µM; 0.59% of 210,000 active; AID 873, 2007;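 active means inhibition of 40% or more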;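 further: 0% = enzyme controls without compound and 100% = no-enzyme blanks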
Target sequence (Q9Y337 67-293 limits assumed): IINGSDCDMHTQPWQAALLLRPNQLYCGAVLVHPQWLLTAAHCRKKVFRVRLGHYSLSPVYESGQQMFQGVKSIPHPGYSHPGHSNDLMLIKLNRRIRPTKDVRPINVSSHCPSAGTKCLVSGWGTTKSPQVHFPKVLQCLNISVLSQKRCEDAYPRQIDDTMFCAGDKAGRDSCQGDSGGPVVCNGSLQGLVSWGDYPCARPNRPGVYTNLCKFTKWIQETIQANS
Wee1 degr inh: Wee1 degradation inhibitors, primary screen, cell-based, HeLa, Wee1K328M-luciferase, luminescence; Wee1-like protein kinase (Homo sapiens), P30291; HeLa Luc-Wee1K328M stability; 100% = proteasome inhibitor MG132 effect; reporter increase, % at 5 µM; 1.2% of 220,000 active;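 active means activation above the mean of all tested compounds plus 3 SD, set per screening run, cut at about 8.8% in these data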;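 further: cells exposed to compound for 20 h before luminescence read; 0% = DMSO alone and 100% = MG132 at 30 µM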
Runt-CBFb FRET: inhibitors of RUNX1 Runt–CBFb binding, primary screen, biochemical, FRET, Cerulean-Runt, Venus-CBFb, uHTS; Cerulean-Runt/Venus-CBFb FRET ratio 530/480, 1 h; 0.46% of 220,000 active; inhibition, % at 20 µM;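 active means inhibition over about 50% at 20 µM in the single-dose screen, limit read from the data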;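 further: 0% = DMSO wells and 100% = excess unlabeled CBFb competitor control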
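System: Cerulean-labeled Runt domain protein | Quantity: 100 nM of each labeled protein | Schedule: 1 h compound exposure, room temperature | Detection: Fluorescence energy transfer, 422 nm excitation, 530/480 nm emission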
Hck Nef HTS: inhibitors of Nef-activated human Hck kinase, primary screen, biochemical, Z-Lyte FRET, 384-well, Hck-YEEI | Tyrosine-protein kinase HCK (Homo sapiens), P08631 | Recombinant Hck-YEEI plus Nef, Z-Lyte FRET kinase assay | inhibition, % at 20 µM | 0.68% of 220,000 active | AID 463187, 2010;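 active means Hck-Nef kinase inhibition above about 50%, limit read from the data; inactive means inhibition below that limit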;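 further: 0% = DMSO with Hck plus Nef and 100% = Hck alone without Nef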
Thrombin inh: human alpha-thrombin inhibitors, primary screen, counter-screen for coagulation protease inhibitor project, biochemical, 1536-well, fluorogenic AMC substrate; Prothrombin (Homo sapiens), P00734; Boc-VPR-AMC fluorogenic substrate cleavage; inhibition, % at 5 µM; 0.26% of 220,000 active;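 active means inhibition at or above 40%; inactive means inhibition below 40%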;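 further: 0% = enzyme with no compound and 100% = wells without enzyme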
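System: human alpha-thrombin protein; Compound dosing: one concentration per compound, 5 µM, with 0.2% DMSO; Timing: reaction at room temperature; Technique: AMC fluorescence, 355/460 nm; Controls: enzyme without compound as high, wells lacking enzyme as low.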
FXIIa inh 1536: human FXIIa protease inhibitors, primary screen, biochemical, 1536-well | Coagulation factor XII (Homo sapiens), P00748 | purified FXIIa, Boc-QGR-AMC fluorogenic substrate, 2 h | inhibition, % at 5 µM | 0.3% of 220,000 active | AID 800, 2007; in the data active means inhibition above about 40%;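 further: 0% = enzyme with no compound and 100% = blank without enzyme; many of its hits are not listed in these tables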
An asterisk follows results filed as active; [ ] = remark or other dose.

OC(CNCc1ccccc1)Cn1ccc2ccccc21 (stereo not drawn) was read as FXIa inh 1536 2, 14-3-3 Bad inh -2, Runt-SMMHC FRET 2, hK5 inh -22, Wee1 degr inh 0, Runt-CBFb FRET -1, Hck Nef HTS 4, Thrombin inh -8 and FXIIa inh 1536 4.
CCOC(=O)N1CCC(Nc2nc(OC)nc(OC)n2)CC1 was read as FXIa inh 1536 -5, 14-3-3 Bad inh 1, Runt-SMMHC FRET 1, hK5 inh -6, Wee1 degr inh -1, Runt-CBFb FRET 2, Hck Nef HTS 0, Thrombin inh -3 and FXIIa inh 1536 5.
For O=C(CCCCn1c(=O)[nH]c2ccsc2c1=O)NCCc1ccccc1 the results were FXIa inh 1536 -6, 14-3-3 Bad inh 0, Runt-SMMHC FRET 2, hK5 inh -10, Wee1 degr inh 0, Runt-CBFb FRET 0, Hck Nef HTS 21, Thrombin inh 2 and FXIIa inh 1536 0.
Screening CC1(C)CC2(CCO1)CNC(=O)O2 (stereo not drawn) returned FXIa inh 1536 -6, 14-3-3 Bad inh 5, Runt-SMMHC FRET -4, hK5 inh -5, Wee1 degr inh 1, Runt-CBFb FRET -1, Hck Nef HTS 0, Thrombin inh -6 and FXIIa inh 1536 6.
For COC(=O)CSc1nc2ccc(N)cc2s1 the results were FXIa inh 1536 -5, 14-3-3 Bad inh 1, Runt-SMMHC FRET -7, hK5 inh -6, Wee1 degr inh -1, Runt-CBFb FRET -1, Hck Nef HTS 10, Thrombin inh -1 and FXIIa inh 1536 3.
For Cc1ccc(C(=O)NCC(=O)OCC(=O)NC2CCCC(C)C2C)s1 (stereo not drawn) the results were FXIa inh 1536 -12, 14-3-3 Bad inh -8, Runt-SMMHC FRET -5, hK5 inh -9, Wee1 degr inh 1, Runt-CBFb FRET -4, Hck Nef HTS 20, Thrombin inh -21 and FXIIa inh 1536 -2.
`COc1ccccc1/C=N/NC(=O)c1nnn(-c2nonc2N)c1CSC1=NCCS1` gave FXIa inh 1536 4, 14-3-3 Bad inh 4[fluorescence artefact?], Runt-SMMHC FRET -1, hK5 inh -10, Wee1 degr inh 3, Runt-CBFb FRET 1, Hck Nef HTS 2, Thrombin inh -11 and FXIIa inh 1536 10.
For O=C(COC(=O)c1ccc(O)cc1)Nc1cccc(S(=O)(=O)N2CCCCC2)c1 the results were FXIa inh 1536 2, 14-3-3 Bad inh 4, Runt-SMMHC FRET 0, hK5 inh 3, Wee1 degr inh 2, Runt-CBFb FRET 2, Hck Nef HTS 14, Thrombin inh 3 and FXIIa inh 1536 5.
CC1CCCCN1C(=O)c1cccc(NC(=O)c2ccccc2)c1 (stereo not drawn) was read as FXIa inh 1536 4, 14-3-3 Bad inh -3, Runt-SMMHC FRET -3, hK5 inh 7, Wee1 degr inh -1, Runt-CBFb FRET -1, Hck Nef HTS 16, Thrombin inh -6 and FXIIa inh 1536 5.
O=C(NCC1CC1)c1ccc(Nc2nc3ccc(Br)cc3[nH]2)cc1 was read as FXIa inh 1536 2, 14-3-3 Bad inh 35, Runt-SMMHC FRET 2, hK5 inh -18, Wee1 degr inh 1, Runt-CBFb FRET -2, Hck Nef HTS -1, Thrombin inh 0 and FXIIa inh 1536 5.
O=C(Nc1cc(C(F)(F)F)ccc1N1CCOCC1)c1cccnc1Cl was read as FXIa inh 1536 -1, 14-3-3 Bad inh -4, Runt-SMMHC FRET 0, hK5 inh 3, Wee1 degr inh 2, Runt-CBFb FRET 1, Hck Nef HTS -1, Thrombin inh 0 and FXIIa inh 1536 7.
For O=C(NC1CCCC1)C1CCC(=O)N1C1CCCC1 (stereo not drawn) the results were FXIa inh 1536 -4, 14-3-3 Bad inh -1, Runt-SMMHC FRET 0, hK5 inh 0, Wee1 degr inh 1, Runt-CBFb FRET 1, Hck Nef HTS -2, Thrombin inh -3 and FXIIa inh 1536 -7.
Screening CN1CCN(S(=O)(=O)c2ccc(NC(=O)COc3ccccc3)cc2)CC1 returned FXIa inh 1536 31, 14-3-3 Bad inh 4, Runt-SMMHC FRET 0, hK5 inh 21, Wee1 degr inh 2, Runt-CBFb FRET 0, Hck Nef HTS 13, Thrombin inh 7 and FXIIa inh 1536 28.
For NS(=O)(=O)c1ccc(NC(=S)NC(=O)c2ccc3c(c2)OCO3)cc1 the results were FXIa inh 1536 -4, 14-3-3 Bad inh -5, Runt-SMMHC FRET 2, hK5 inh -4, Wee1 degr inh 4, Runt-CBFb FRET 4, Hck Nef HTS 3, Thrombin inh -9 and FXIIa inh 1536 1.
`Cc1ccc(C)c(N2N=C(C(=O)Nc3ccc(S(=O)(=O)N4CCCC4)cc3)CCC2=O)c1` gave FXIa inh 1536 3, 14-3-3 Bad inh -2, Runt-SMMHC FRET 4, hK5 inh 8, Wee1 degr inh -2, Runt-CBFb FRET -1, Hck Nef HTS 13, Thrombin inh 2 and FXIIa inh 1536 17.
Screening Cc1ccc(C(=O)N/C(=C\c2ccccc2)C(=O)NCc2cccnc2)cc1 returned FXIa inh 1536 -4, 14-3-3 Bad inh -10, Runt-SMMHC FRET -5, hK5 inh -4, Wee1 degr inh 4, Runt-CBFb FRET 0, Hck Nef HTS 24, Thrombin inh -5 and FXIIa inh 1536 1.
`COC(=O)C1CCN(C(c2ccc(OC)c(OC)c2)c2sc3nc(C)nn3c2O)CC1` (stereo not drawn) gave FXIa inh 1536 -7, 14-3-3 Bad inh 10, Runt-SMMHC FRET -2, hK5 inh 0, Runt-CBFb FRET 0, Hck Nef HTS 0, Thrombin inh -7 and FXIIa inh 1536 5.
For COc1cc(OC)c(C2N(c3ccc(Cl)cc3)C(=O)C3CCCN32)cc1OC (stereo not drawn) the results were FXIa inh 1536 6, 14-3-3 Bad inh -1, Runt-SMMHC FRET 0, hK5 inh -6, Wee1 degr inh -1, Runt-CBFb FRET 1, Hck Nef HTS 0, Thrombin inh -2 and FXIIa inh 1536 13.
For COC(=O)CNC(=O)CSc1nnc(C)c(=O)[nH]1 the results were FXIa inh 1536 0, 14-3-3 Bad inh -2[fluorescence artefact?], Runt-SMMHC FRET -5, hK5 inh -11, Wee1 degr inh -1, Runt-CBFb FRET 0, Hck Nef HTS 2, Thrombin inh -10 and FXIIa inh 1536 -2.
Screening O=C(NCc1ccc2c(c1)OCO2)C1CCCN1S(=O)(=O)c1ccc(F)cc1 (stereo not drawn) returned FXIa inh 1536 0, 14-3-3 Bad inh 0, Runt-SMMHC FRET 0, hK5 inh 1, Wee1 degr inh -4, Runt-CBFb FRET -1, Hck Nef HTS 17, Thrombin inh 3 and FXIIa inh 1536 7.
`Cc1ccc(S(=O)(=O)N2CCC(C(=O)OCC(=O)N3CCc4ccccc43)CC2)cc1` gave FXIa inh 1536 7, 14-3-3 Bad inh -9, Runt-SMMHC FRET 2, hK5 inh 17, Wee1 degr inh 3, Runt-CBFb FRET 0, Hck Nef HTS 0, Thrombin inh 1 and FXIIa inh 1536 10.
`COC(=O)c1ccccc1-c1ccc(/C=N/NC(N)=O)o1` gave FXIa inh 1536 -1, 14-3-3 Bad inh -4, Runt-SMMHC FRET 2, hK5 inh 1, Wee1 degr inh -1, Runt-CBFb FRET 5, Hck Nef HTS 12, Thrombin inh -9 and FXIIa inh 1536 8.
Screening Cn1c(=O)c2c(SCc3c(F)cccc3Cl)nc(CC(C)(C)C)nc2n(C)c1=O returned FXIa inh 1536 9, 14-3-3 Bad inh 8, Runt-SMMHC FRET 2, hK5 inh -8, Wee1 degr inh -2, Runt-CBFb FRET -2, Hck Nef HTS 1, Thrombin inh -1 and FXIIa inh 1536 17.
O=C(CNC(=O)C1COc2ccccc2O1)N/N=C\c1cccc(O)c1 (stereo not drawn) was read as FXIa inh 1536 0, 14-3-3 Bad inh 2, Runt-SMMHC FRET 1, hK5 inh -6, Wee1 degr inh -1, Runt-CBFb FRET -1, Hck Nef HTS 1, Thrombin inh -7 and FXIIa inh 1536 4.
For CCOC(=O)C1(C)C=C(Nc2ccccc2)C(=O)N1c1ccccc1 (stereo not drawn) the results were FXIa inh 1536 -2, 14-3-3 Bad inh -14, Runt-SMMHC FRET -2, hK5 inh 2, Wee1 degr inh -1, Runt-CBFb FRET 1, Hck Nef HTS 29, Thrombin inh 0 and FXIIa inh 1536 4.
Screening COCCNC(=O)CSc1nc2cc(OC)c(OC)cc2c(=O)n1CCC1=CCCCC1 returned FXIa inh 1536 -3, 14-3-3 Bad inh -1, Runt-SMMHC FRET 0, hK5 inh 12, Wee1 degr inh -1, Runt-CBFb FRET -1, Hck Nef HTS 1, Thrombin inh -7 and FXIIa inh 1536 3.
For Cc1ccn2cc(CCNC(=O)COc3ccccc3)nc2c1 the results were FXIa inh 1536 -1, 14-3-3 Bad inh -5, Runt-SMMHC FRET 0, hK5 inh -1, Wee1 degr inh -3, Runt-CBFb FRET 0, Hck Nef HTS 9, Thrombin inh -12 and FXIIa inh 1536 3.
Screening CCc1ccc(N2C(=O)CN(CC(=O)OC)C2=S)cc1 returned FXIa inh 1536 -1, 14-3-3 Bad inh 2, hK5 inh -1, Wee1 degr inh 2, Hck Nef HTS 20, Thrombin inh -19 and FXIIa inh 1536 3.
CCCCc1nc(SCC(=O)Nc2ncccn2)n[nH]1 was read as FXIa inh 1536 3, 14-3-3 Bad inh 4, Runt-SMMHC FRET -3, hK5 inh -1, Wee1 degr inh 0, Runt-CBFb FRET -1, Hck Nef HTS 0, Thrombin inh -5 and FXIIa inh 1536 -29.
For Cc1ccc(C)c(OCCn2cc(C(=O)O)c3ccccc32)c1 the results were FXIa inh 1536 4, 14-3-3 Bad inh -3, Runt-SMMHC FRET -2, hK5 inh 1, Wee1 degr inh 0, Runt-CBFb FRET -4, Hck Nef HTS 22, Thrombin inh -5 and FXIIa inh 1536 6.

Outcome played no part in choosing rows. Share with any hit: about 4.2%.
